Compound activity deposited in PubChem BioAssay by Broad Institute.
CAL PDZ FP-1: blocks peptide binding to the human CAL PDZ domain | purified CAL PDZ, TMR-peptide fluorescence polarization, 1 h | inhibition, % at 24.9 µM | hit rate 0.92% among 300,000 | AID 602252;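 active means mean inhibition of at least 30% with at least half of replicates also reaching 30%; inconclusive means no clear call, values can overlap the other calls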;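 further: 0% = DMSO neutral control and 100% = excess unlabeled competitor peptide PRC23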
SR-BI DiI-HDL act: SR-BI HDL lipid transfer activation. CHO ldlA[mSR-BI] cells, DiI-HDL uptake fluorescence, 3 h; 100 = double the neutral-control signal. activation, % at 12.5 µM. hit rate 0.096% among 320,000;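 active means mean replicate activation of at least 60% and every replicate at or above 60%; inconclusive means mean or all-replicate condition met, but not both; inactive means mean below 60% and not all replicates reaching 60%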;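 further: 0% = median plate neutral-control signal and 100% = twice that signal; values of inactives mirror those of a sister screen read the other way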
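system = CHO ldlA[mSR-BI] cells, LDL receptor-null, SR-BI overexpressing | medium = Ham's F12 with 0.5% BSA, HEPES 25 mM, pH 7.4 | probe or stimulus = DiI-HDL 10 µg/mL | compound dosing = single-point compound dose | incubation = compound exposure 3 h, 37 °C | technique = DiI fluorescence, bottom read | read-out = cell-associated DiI fluorescence as measure of HDL uptake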
NSD2 HMT inh: blocks human histone methyltransferase NSD2. O96028. NSD2 peptide methylation, AlphaScreen, 120 min. inhibition, % at 12.5 µM. hit rate 0.54% among 310,000; in the data active means inhibition above about 50%
Target sequence (O96028 whole entry, looked up): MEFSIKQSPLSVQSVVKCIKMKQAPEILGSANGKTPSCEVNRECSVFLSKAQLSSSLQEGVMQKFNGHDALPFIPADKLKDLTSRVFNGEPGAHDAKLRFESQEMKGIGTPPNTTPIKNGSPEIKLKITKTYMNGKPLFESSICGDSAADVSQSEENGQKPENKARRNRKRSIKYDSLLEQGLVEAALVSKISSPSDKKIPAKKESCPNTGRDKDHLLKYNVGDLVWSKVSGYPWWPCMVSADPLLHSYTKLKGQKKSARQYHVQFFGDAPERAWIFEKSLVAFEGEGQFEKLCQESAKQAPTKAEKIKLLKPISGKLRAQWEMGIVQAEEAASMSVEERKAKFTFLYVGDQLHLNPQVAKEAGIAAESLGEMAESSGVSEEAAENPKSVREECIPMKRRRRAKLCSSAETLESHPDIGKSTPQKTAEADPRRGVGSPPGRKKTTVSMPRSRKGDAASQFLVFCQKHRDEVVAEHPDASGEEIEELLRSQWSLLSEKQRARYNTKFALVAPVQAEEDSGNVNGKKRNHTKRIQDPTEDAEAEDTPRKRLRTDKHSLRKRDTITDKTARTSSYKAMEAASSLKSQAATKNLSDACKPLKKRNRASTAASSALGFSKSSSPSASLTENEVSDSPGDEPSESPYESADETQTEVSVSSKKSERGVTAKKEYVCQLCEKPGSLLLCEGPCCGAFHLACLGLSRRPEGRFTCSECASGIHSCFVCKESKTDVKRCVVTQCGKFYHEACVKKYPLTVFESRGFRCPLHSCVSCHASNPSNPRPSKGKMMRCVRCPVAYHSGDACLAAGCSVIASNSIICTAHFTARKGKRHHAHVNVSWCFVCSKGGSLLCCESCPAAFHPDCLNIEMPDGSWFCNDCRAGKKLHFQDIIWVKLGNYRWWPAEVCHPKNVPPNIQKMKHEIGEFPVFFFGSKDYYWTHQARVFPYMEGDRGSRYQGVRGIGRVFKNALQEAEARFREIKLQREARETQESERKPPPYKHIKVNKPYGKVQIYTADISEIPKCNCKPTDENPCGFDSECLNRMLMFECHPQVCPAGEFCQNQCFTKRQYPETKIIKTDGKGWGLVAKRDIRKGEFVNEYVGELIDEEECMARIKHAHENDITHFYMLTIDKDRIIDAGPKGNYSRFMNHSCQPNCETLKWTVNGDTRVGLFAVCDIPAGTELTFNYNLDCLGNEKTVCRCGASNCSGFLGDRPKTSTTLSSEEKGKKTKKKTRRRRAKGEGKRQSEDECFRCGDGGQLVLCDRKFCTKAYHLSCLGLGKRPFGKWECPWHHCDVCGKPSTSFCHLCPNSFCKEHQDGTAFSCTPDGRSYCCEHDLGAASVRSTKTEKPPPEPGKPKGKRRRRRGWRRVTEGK
CAL PDZ FP-2: blocks peptide binding to human CAL PDZ domain; AID 504414; purified CAL PDZ, TMR-peptide fluorescence polarization, 1 h; Q9HD26; hit rate 0.02% among 330,000; inhibition, % at 20 µM;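 active means highest replicate inhibition of at least 40%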;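 further: plate controls were DMSO neutral control wells for no effect and unlabeled competitor peptide control wells for full effect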
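Material: tagged CAL PDZ protein CerCALP, purified; buffer or medium: sodium phosphate/NaCl buffer pH 7.4 with TCEP, IgG, Thesit; also added: fluorescent TMR peptide probe; schedule: 1 h incubation at room temperature before polarization reading; technique: fluorescence polarization from S- and P-plane intensities, G-factor corrected; control set: unlabelled peptide and DMSO controls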
Rtt109 Vps75: blocks Candida albicans Rtt109/Vps75 acetyltransferase activity. hit rate 0.16% among 330,000. Q5AAJ8. purified Rtt109/Vps75, ThioGlo CoA-SH fluorescence, 4 h. inhibition, % at 34.9 µM;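 active means inhibition of at least 50% in every replicate; inconclusive means best replicate reaches 50% inhibition but some replicates fall short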
PvdQ acylase: P. aeruginosa PvdQ acylase inhibition; hit rate 0.063% among 340,000; purified PvdQ acylase, fluorescence plate reader; inhibition, % at 10 µM; AID 488965; in the data active means inhibition above about 30%, passing the limit was not always enough; inconclusive means no clear call, values can overlap the other calls;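 further: 0% = vehicle neutral wells and 100% = reference inhibitor wells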
PfHsp90 set2: reduces growth (ATP signal) of yeast expressing P. falciparum Hsp90. S. cerevisiae expressing PfHsp90, BacTiter-Glo ATP, 48 h; yeast lacking PDR1 and PDR3 efflux regulators. inhibition, % at 9.4 µM. hit rate 0.32% among 310,000;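 active means every replicate shows inhibition above about 80%, whatever the replicate mean, limit read from the data; inconclusive means mean inhibition reaches the set limit but some replicate falls short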;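 further: 0% = DMSO neutral controls and 100% = 20 µM radicicol positive controls; yeast relying on Plasmodium falciparum Hsp90 in place of its own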
dFosB act: enhances mouse delta FosB homodimer DNA binding | activation, % at 25 µM | purified delta FosB, TAMRA-CDK5 oligo fluorescence polarization; percent of positive-control signal above neutral wells | AID 493131 | hit rate 0.99% among 340,000;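 active means mean activation above about 17%, with every replicate also reaching it, limit read from the data, passing the limit was not always enough; inconclusive means only one of the two conditions met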;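 further: fluorescence polarization rise as delta FosB binds a TAMRA Cdk5 AP-1 oligo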
SR-BI DiI inh: inhibitors of mouse SR-BI mediated HDL lipid uptake | ldlA[mSR-BI] CHO cells, DiI-HDL uptake fluorescence, 3 h | Q61009 | inhibition, % at 12.5 µM | hit rate 0.96% among 320,000;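 active means mean replicate inhibition of at least 70% and a set share of replicates each scoring 70 or more; inconclusive means meets just one of the two criteria; inactive means fails both criteria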;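 further: 0% = median of neutral control wells and 100% = median of positive control wells; values of inactives mirror those of a sister screen read the other way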
MITF TRPM1 HTS: increases MITF-driven TRPM1 promoter luciferase signal | SK-MEL-5 TRPM1-promoter luciferase, 24 h; % of positive control, neutral wells = 0 | activation, % at 12.5 µM | hit rate 0.75% among 300,000;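 active means mean activation of at least 80% with every replicate also reaching 80%; inconclusive means mean reaches 80% but some replicate falls short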;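 further: 0% = neutral control wells and 100% = parthenolide positive control wells; values of inactives mirror those of a sister screen read the other way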
Starred values were filed as active, the others as inactive; ? = inconclusive; / = no result given. Hits appear at their usual frequency, and some 4.3% of all compounds hit somewhere here.

Every second line gives: CAL PDZ FP-1	SR-BI DiI-HDL act	NSD2 HMT inh	CAL PDZ FP-2	Rtt109 Vps75	PvdQ acylase	PfHsp90 set2	dFosB act	SR-BI DiI inh	MITF TRPM1 HTS
> COc1ccc(NC(=O)C2CCCN(S(=O)(=O)c3cccc4cccnc34)C2)cc1OC (stereo unspecified)
    -3	-20	/	-0.7	9	0	-8	-3	20	6
> CCCCN(C)CCNC(=O)c1cc2c(-c3ccccc3F)nn(C)c2s1
    43*	-35	12	-3.7	9	-7	-16	-47	35	1
> CCOc1ccccc1N(C)C(=O)c1cc2c(=O)n(CC)c3ccccc3c2s1
    8	/	-2	0.3	26	15	16	-27	/	-4
> CC(NC(=O)c1cc2ccccc2o1)c1ccccc1 (stereo unspecified)
    -6	-3	-1	-4.6	6	-8	32	-10	3	3
> O=C(/C=C/c1ccc(Cl)c([N+](=O)[O-])c1)Nc1ccc(N2CCCC2)cc1
    -4	-69	4	-1.9	-2	-7	-6	28*	69	-8
> COc1ccc(C(=O)Nc2ccccc2C(=O)NC(C)C)cc1OC
    -1	-22	/	-2.1	4	-7	9	-12	22	5
> CC(=O)NN1C(=O)/C(=C\c2ccc(O)cc2)SC1=S
    -2	-12	3	-2.8	18	7	2	-1	12	-4
> Cc1ccccc1N(CC(=O)NCCSC1CCCCC1)S(=O)(=O)c1ccccc1
    1	13	-1	-0.6	-15	-16	-5	-4	-13	/
> O=C(Nc1cc(=O)[nH]c(=O)[nH]1)c1cccc(Br)c1
    -3	2	-3	-3.0	/	3	-21	1	-2	-19
> Cc1cc(C)c(NC(=O)CSc2nc3ccc(NC(=O)CSc4nnnn4Cc4ccccc4)cc3s2)c(C)c1
    2	-45	0	-2.1	-7	-6	-46	-3	45	/
> Cc1ccc(-n2nnnc2SCc2nc3sc(C)c(C)c3c(=O)[nH]2)cc1
    7	17	/	-1.2	-7	-7	-29	-29	-17	4
> CN1CCc2nc(NC(=O)c3cccc(S(=O)(=O)N4CCc5ccccc54)c3)sc2C1
    5	-8	2	-1.6	/	3	-8	11	8	6
> O=C1/C(=C\c2ccc(O)cc2)SC(=S)N1Cc1ccccc1
    -2	-10	8	/	-5	11	49	-3	10	8
> COc1ccc(CC(=O)N(C)CC(=O)Nc2cccc(F)c2)cc1S(=O)(=O)N1CCOCC1
    /	8	-1	-0.3	2	-8	-8	2	-8	7
> Cc1cccc(C(=O)Nc2ccc3c(c2)C(=O)N(CC(C)C)C3=O)c1
    /	-63	-1	-2.0	-6	-12	5	-4	63	78
> COC(=O)NNC(=O)/C=C/c1ccccc1
    0	35	-1	-2.3	-7	-16	-15	-1	-35	1
> CC(C)COc1ccc(Cc2cnc(N)nc2N)cc1
    -2	19	3	-0.5	7	-6	3	-7	-11	-3
> CSc1nc(C)cc(SCC(=O)Nc2ccc(Cl)cc2Cl)n1
    -2	-36	0	-0.9	5	-17	11	0	36	2
> Cn1c(CC(=O)Nc2ccccc2F)nnc1SCC(=O)Nc1nncs1
    -3	/	0	-1.7	-4	-5	-6	2	/	3
> COc1ccc(-c2cn[nH]c2C)cc1OC
    1	9	0	0.8	5	0	1	-6	-9	7
> Cc1c(C)c2c(OCC(=O)N3CCC[C@H]3C(=O)O)cc3c(c2oc1=O)CCC(C)(C)O3
    0	3	/	-1.4	-16	-15	-16	-1	-3	/
> COc1cc(C2NC(=O)NC(c3ccccc3)=C2C(C)=O)cc(Cl)c1OCC(=O)O (stereo unspecified)
    -13	-4	2	-0.2	6	4	-11	-1	4	0
> CC(=O)N1CCC(N(CCN2CCOCC2)C(=S)Nc2cc(C)ccc2C)CC1
    -2	7	0	0.8	2	3	-6	4	-7	11
> CCn1ncc(/C=N\NC(=O)Cc2ccc([N+](=O)[O-])cc2)c1C
    4	23	-4	-1.0	-9	-2	-15	5	-23	6
> CCn1c(=N)n(CC(O)c2ccco2)c2ccccc21 (stereo unspecified)
    /	23	6	-0.1	-45	-14	/	-8	-23	-7
> CCOC(=O)COc1c(Cl)cc(C2NC(=S)NC(c3ccccc3)=C2C(C)=O)cc1OCC (stereo unspecified)
    -3	28	-1	-0.4	12	15	3	1	-28	-9
> Cc1ccc(S(=O)(=O)NC(=NCC(=O)O)c2ccccc2)cc1
    -4	-41	-1	/	2	8	8	2	41	-1
> O=C(NCc1cccs1)C1CCCN(S(=O)(=O)c2ccc(Br)s2)C1 (stereo unspecified)
    -6	-19	0	-0.4	11	-10	8	1	19	-2
> O=C(CSc1ncc(-c2ccccc2)[nH]1)Nc1cccc(O)c1
    0	-33	7	-1.0	6	-6	-31	-4	33	3
> O=c1ccc(-c2ccc(S(=O)(=O)Nc3ccccc3Cl)o2)n[nH]1
    -2	9	26	-0.5	-2	-12	5	-4	-9	0
> Cc1cc(NC(=O)C(C)Sc2nc(-c3cccs3)nc3ccccc23)no1 (stereo unspecified)
    /	-24	5	-0.2	1	-13	-47	3	24	-10
> Cc1ccc2ncnc(NCCCN3CCOCC3)c2c1
    -1	36	-2	-2.0	-16	-8	-17	-7	-36	8
> O=C(NCc1ccncc1)C1CCN(S(=O)(=O)Cc2ccccc2)CC1
    -1	25	0	0.0	-3	-12	18	5	-25	-5
> CCCc1nn(C)c2c(=O)[nH]c(-c3cc(S(=O)(=O)N(CCO)CCO)ccc3OCC)nc12
    /	/	-2	-0.8	-1	-4	30	-16	/	1
> O=c1c(O)c(-c2cccs2)oc2ccccc12
    -5	-1	/	-0.3	-3	6	-57	4	1	/
> O=C(NCCNS(=O)(=O)c1ccc(C(F)(F)F)cc1)N1CCOCC1
    3	17	-4	-0.4	-3	-15	-3	10	-17	/
> COc1ccc(/C=C/C(=O)O)cc1S(=O)(=O)N1CCCCC1
    /	5	-2	1.8	2	-13	-18	-4	-5	-3
> CC1=NC(C#N)=C(C#N)NC(C)(C)C1
    1	14	0	-1.0	3	-7	/	5	-14	-11
> CC(C)N1C(=O)CCC1C(=O)NCCc1ccc(Cl)cc1 (stereo unspecified)
    /	22	/	-0.4	21	-4	9	-5	-22	/
> CCCCCCOC(=O)C1=C(C)NC(=O)NC1c1ccc2c(c1)OCO2 (stereo unspecified)
    -5	-21	6	0.4	4	-7	-1	-10	21	8
> COc1ccc2c(c1)-c1nc(/N=C/c3c(O)ccc4ccccc34)sc1CC2
    -7	-13	/	-0.5	?	-14	11	-5	13	-7
> COc1ccc(/C(N)=N/OC(=O)c2c(-c3ccccc3Cl)noc2C)cc1OC
    -8	-50	-1	-1.3	-7	1	-14	-10	50	-14
> CCOC(=O)c1c(CN2CCN(C)CC2)oc2ccc(O)cc12
    -2	2	2	-0.4	-7	14	0	2	-2	/
> CCc1cccc(NC(=O)Cn2cc(C=O)c3ccccc32)c1
    16	/	2	0.5	4	-13	9	-8	/	-11
> CCOC(=O)c1sc2nc(COC(=O)c3c(F)cccc3F)[nH]c(=O)c2c1C
    /	-8	-2	-2.0	-1	-8	-15	8	8	4
> COc1cccc(Nc2ncnc3sccc23)c1
    -4	-10	-7	-2.5	-3	-15	-5	2	10	72
> COc1ccc(CCC(=O)Nc2ncc(C)s2)cc1OC
    50*	-3	6	-0.8	-7	-2	-16	2	3	6
> COc1ccc(CCNC(=O)c2cc3c(=O)n4ccccc4nc3n(CC3CCCO3)c2=N)cc1OC (stereo unspecified)
    5	-3	/	0.4	-4	-6	-27	-7	3	/
> Cn1c(SCC(=O)N2CCCC2)nc2ccccc2c1=O
    -7	25	-1	/	8	-12	/	-7	-25	3
> CCOC(=O)C1CCN(c2c(NCCN(CC)c3ccccc3)c(=O)c2=O)CC1
    54*	30	3	0.0	-7	-1	2	-4	-30	-7
> CCCCN(C)C(=O)CNC(=O)c1nn(-c2ccc(OC)cc2OC)c(=O)c2ccccc12
    -3	-10	-6	-1.6	10	8	-11	-3	10	-8
> CCN1/C(=C2\SC(=S)N(Cc3ccccc3)C2=O)Sc2ccccc21
    -3	-13	0	-0.1	0	-9	-19	-8	13	12
> CCN(CC)CCn1c(=N)n(CC(=O)c2ccc(C)cc2)c2ccccc21
    /	-4	17	-1.4	5	-7	1	0	4	3
> Cc1cc(-c2ccccc2)[nH]c(=O)c1C#N
    3	11	-1	-0.6	-10	-13	-14	-2	-11	8
> COC(=O)/C=C1\S/C(=N/N=C/c2ccccc2)NC1=O
    /	6	4	-2.9	-8	-2	7	-6	-6	-10
> C#CCOCCOCCOCCNc1nc(N2CCN(C(=O)[C@H](C(C)C)n3cc(CCO)nn3)CC2)nc(N2CCN(C(=O)[C@H](C(C)C)n3cc(CCO)nn3)CC2)n1
    2	10	/	0.8	7	-15	-28	-9	-10	3
> COc1cc(NS(=O)(=O)c2ccc(N/C=C\C(=O)c3ccc(F)cc3)cc2)nc(OC)n1
    -5	16	6	-1.3	-3	-1	-26	-4	-16	13
> CCCC(C(=O)NCc1ccco1)N(C(=O)CNS(=O)(=O)c1ccccc1)C1CCCC1 (stereo unspecified)
    -20	-4	0	-7.7	5	-6	-4	-11	4	/
> COc1cccc(C2/C(=C(\O)c3ccc(OC)c(OC)c3)C(=O)C(=O)N2c2cc(C)on2)c1 (stereo unspecified)
    -2	12	-1	-4.3	3	-10	-20	-4	-12	1
> O=C(NCc1ccc2c(c1)OCO2)C12CN(Cc3ccccc3)CC1C(c1cccc([N+](=O)[O-])c1)=NO2 (stereo unspecified)
    -5	2	/	0.9	-4	-6	-22	2	-2	-4

The listing continues:
Every second line gives: CAL PDZ FP-1	SR-BI DiI-HDL act	NSD2 HMT inh	CAL PDZ FP-2	Rtt109 Vps75	PvdQ acylase	PfHsp90 set2	dFosB act	SR-BI DiI inh	MITF TRPM1 HTS
> CN(/N=C/c1cc(Br)cc(Br)c1O)c1cccc(C(F)(F)F)n1
    -1	8	-4	-0.7	15	8	-28	-3	-8	-3
> O=C(Nc1ccc2c(c1)OCO2)c1cccc(Cl)c1
    /	-2	9	/	-16	-15	27	-1	2	104*
> Cc1ccc(C2=NOC(=O)/C2=C\c2ccc(C)o2)cc1
    -10	?	22	0.0	1	-11	-89	-13	-172	-24
> O=C1CN(C(=O)CN2CCCC2)C(c2ccccc2)c2cc(Br)ccc2N1 (stereo unspecified)
    -4	18	0	0.3	12	-10	8	-11	-18	-16
> CC(=O)Nc1ccc(Nc2ncnc3c2cnn3-c2cccc(C)c2)cc1
    -1	2	-4	-0.9	-4	-8	3	1	-2	2
> COCCN(C(=O)COC(=O)CCc1ccc(OC)cc1)c1c(N)n(Cc2ccccc2)c(=O)[nH]c1=O
    -1	-13	0	-2.0	-1	-14	/	?	13	8
